CCHF vOTU inh – CCHFV vOTU protease inhibition | inhibition, % at 11.5 µM | AID 651958 | Pep-AMC fluorescence | actives 0.55% (n = 370,000); in the data active means inhibition above about 30%; further: 0% = vehicle wells with enzyme and 100% = no enzyme wells
3CLpro inhibitor – SARS-CoV 3CLpro protease inhibition; actives 0.14% (n = 290,000); AID 1706; inhibition, % at 6 µM; recombinant SARS-CoV 3CLpro, quenched FRET peptide cleavage; P0C6X7; in the data active means inhibition above about 12%
DUSP3 inh – blocks human VHR1 dual specificity phosphatase; P51452; recombinant VHR phosphatase, pNPP absorbance; inhibition, % at 13.3 µM; actives 0.52% (n = 290,000); in the data active means inhibition above about 50%; further: some compounds called inactive have numbers as strong as hits
Rv3671c protease – inhibitors of M. tuberculosis serine protease Rv3671c; P9WHR9; actives 0.048% (n = 320,000); inhibition, % at 5.96 µM; in the data active means inhibition above about 38%;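 further: extracellular domain of Rv3671c used as enzyme; 0% = enzyme with DMSO and 100% = no enzyme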
TcdB inh – blocks C. difficile toxin B glycohydrolase activity. P18177. TcdB glycohydrolase enzymatic assay, plate reader. inhibition, % at 9.99 µM. actives 0.24% (n = 350,000). AID 652162; in the data active means inhibition above about 10%
Target sequence (P18177 whole entry, looked up): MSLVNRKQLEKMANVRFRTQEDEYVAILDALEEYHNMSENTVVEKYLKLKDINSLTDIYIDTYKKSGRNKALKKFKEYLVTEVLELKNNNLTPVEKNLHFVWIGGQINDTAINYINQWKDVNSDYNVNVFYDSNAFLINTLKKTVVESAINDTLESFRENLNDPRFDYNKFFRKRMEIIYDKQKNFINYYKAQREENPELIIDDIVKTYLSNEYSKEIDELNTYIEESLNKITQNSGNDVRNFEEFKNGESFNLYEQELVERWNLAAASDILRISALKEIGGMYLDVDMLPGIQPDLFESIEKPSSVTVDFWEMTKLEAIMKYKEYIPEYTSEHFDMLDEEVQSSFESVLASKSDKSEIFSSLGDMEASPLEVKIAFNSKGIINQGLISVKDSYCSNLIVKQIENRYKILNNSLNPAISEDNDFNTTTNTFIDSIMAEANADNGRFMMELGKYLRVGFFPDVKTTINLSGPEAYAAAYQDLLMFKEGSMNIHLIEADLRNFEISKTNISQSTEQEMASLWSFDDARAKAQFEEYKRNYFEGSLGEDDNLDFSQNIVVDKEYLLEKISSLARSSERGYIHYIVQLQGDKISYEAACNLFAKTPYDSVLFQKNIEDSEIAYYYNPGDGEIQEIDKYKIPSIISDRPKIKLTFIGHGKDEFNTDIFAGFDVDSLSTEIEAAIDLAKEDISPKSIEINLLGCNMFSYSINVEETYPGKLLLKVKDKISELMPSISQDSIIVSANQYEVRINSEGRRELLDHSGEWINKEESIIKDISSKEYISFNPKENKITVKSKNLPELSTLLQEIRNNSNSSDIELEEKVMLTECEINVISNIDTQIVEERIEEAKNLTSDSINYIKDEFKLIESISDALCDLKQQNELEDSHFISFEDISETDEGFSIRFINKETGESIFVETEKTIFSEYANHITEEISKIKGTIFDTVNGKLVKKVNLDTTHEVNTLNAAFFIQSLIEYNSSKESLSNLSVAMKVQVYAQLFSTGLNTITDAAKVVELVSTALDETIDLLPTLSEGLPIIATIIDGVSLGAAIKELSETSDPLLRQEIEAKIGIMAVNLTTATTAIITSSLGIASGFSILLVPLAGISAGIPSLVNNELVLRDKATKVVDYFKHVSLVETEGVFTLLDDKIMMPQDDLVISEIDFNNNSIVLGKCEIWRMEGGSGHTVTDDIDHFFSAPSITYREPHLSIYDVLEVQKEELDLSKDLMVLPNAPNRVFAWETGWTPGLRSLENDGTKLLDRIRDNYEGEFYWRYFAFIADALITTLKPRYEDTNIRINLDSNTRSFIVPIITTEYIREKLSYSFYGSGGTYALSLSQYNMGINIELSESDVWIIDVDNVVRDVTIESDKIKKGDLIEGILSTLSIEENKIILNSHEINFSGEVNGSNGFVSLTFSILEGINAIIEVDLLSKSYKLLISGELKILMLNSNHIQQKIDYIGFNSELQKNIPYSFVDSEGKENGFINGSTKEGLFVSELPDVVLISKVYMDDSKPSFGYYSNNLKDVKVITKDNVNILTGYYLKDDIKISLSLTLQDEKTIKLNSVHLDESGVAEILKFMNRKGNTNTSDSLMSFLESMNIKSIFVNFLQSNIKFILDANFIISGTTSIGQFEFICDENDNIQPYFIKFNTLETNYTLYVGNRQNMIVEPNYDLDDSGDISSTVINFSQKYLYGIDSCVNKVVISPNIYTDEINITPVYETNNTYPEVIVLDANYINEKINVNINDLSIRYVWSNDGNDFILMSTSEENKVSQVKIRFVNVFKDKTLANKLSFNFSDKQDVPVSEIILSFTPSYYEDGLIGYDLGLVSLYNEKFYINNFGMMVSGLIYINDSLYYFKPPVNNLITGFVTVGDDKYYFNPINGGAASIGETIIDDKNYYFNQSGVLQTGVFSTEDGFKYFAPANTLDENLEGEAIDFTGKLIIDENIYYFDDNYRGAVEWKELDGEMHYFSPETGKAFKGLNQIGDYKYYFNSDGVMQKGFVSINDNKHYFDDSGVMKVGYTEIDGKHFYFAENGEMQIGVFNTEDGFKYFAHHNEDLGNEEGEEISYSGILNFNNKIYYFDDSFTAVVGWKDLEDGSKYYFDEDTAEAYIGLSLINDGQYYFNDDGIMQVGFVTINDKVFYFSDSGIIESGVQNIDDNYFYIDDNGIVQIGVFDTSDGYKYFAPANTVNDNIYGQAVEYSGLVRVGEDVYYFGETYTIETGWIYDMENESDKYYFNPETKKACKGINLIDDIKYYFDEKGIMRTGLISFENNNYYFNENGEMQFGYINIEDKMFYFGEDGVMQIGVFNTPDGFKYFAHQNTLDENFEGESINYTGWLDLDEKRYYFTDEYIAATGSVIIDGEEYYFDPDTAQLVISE
Yp Topo-I inh – Y. pestis Topo-I inhibition via cleavage products; Y. pestis Topo-I cleavage product accumulation, plate reader; AID 504884; activity, % at 10 µM; actives 0.064% (n = 360,000); in the data active means activity above about 50%, passing the limit was not always enough; further: inactives centre near 2
PriA SSB inh – inhibitors of Klebsiella pneumoniae PriA binding to SSB C-terminal tail; inhibition, % at 33 µM; actives 0.6% (n = 430,000); AID 1272365; AlphaScreen SSBct-PriA binding, biotinylated peptide; in the data active means inhibition mostly above about 37%, no sharp cut-off; inactive means mostly below about 20%;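 further: plate controls were negative control peptide for no effect and reference peptide for full effect; strong numbers were not always called active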
PrPC TRFRET – inhibitors of human cell surface prion protein PrPC; P04156; TR-FRET read-out; inhibition, % at 13.8 µM; actives 0.43% (n = 370,000); AID 720596; in the data active means inhibition above about 24%; further: 0% = median of the test wells and 100% = reference compound wells
Vc quorum ag – inducers of Vibrio cholerae quorum light production without autoinducers. V. cholerae BH1578 lux reporter, luminescence, 6 h. activation, % at 18.7 µM. actives 0.16% (n = 350,000). AID 588436; in the data active means activation mostly above about 9.7%, no sharp cut-off; further: not every result past the cut was called active; inactives centre near 0; reference of the scale not given here
MazF activator – activators of E. coli MazEF toxin-antitoxin RNase; P0AE70; FAM/BHQ RNA-DNA oligo cleavage fluorescence, 5 h; activation, % at 20 µM; actives 0.32% (n = 350,000); in the data active means activation above about 50%
Numbers without * were called inactive; i = inactive; · = no result given; & = joins results of further samples. The list is partial; the hit share may differ from the screen's.

The opening 2 compounds (preview)
SMILES	CCHF vOTU inh	3CLpro inhibitor	DUSP3 inh	Rv3671c protease	TcdB inh	Yp Topo-I inh	PriA SSB inh	PrPC TRFRET	Vc quorum ag	MazF activator
O=C(Cc1ccc(-n2c(=O)[nH]c3ccsc3c2=O)cc1)N1CCN(c2ccc(Cl)cc2)CC1	3	-1	-4	-2	·	-7	1	13	i	3
COc1ccc(Cl)cc1C(=O)N/N=C/c1ccc(N2CCOCC2)cc1	7	1	21	5	0.8	5	·	-7	-0.6	16

The listing (from the top)
SMILES	CCHF vOTU inh	3CLpro inhibitor	DUSP3 inh	Rv3671c protease	TcdB inh	Yp Topo-I inh	PriA SSB inh	PrPC TRFRET	Vc quorum ag	MazF activator
O=C(Cc1ccc(-n2c(=O)[nH]c3ccsc3c2=O)cc1)N1CCN(c2ccc(Cl)cc2)CC1	3	-1	-4	-2	·	-7	1	13	i	3
COc1ccc(Cl)cc1C(=O)N/N=C/c1ccc(N2CCOCC2)cc1	7	1	21	5	0.8	5	·	-7	-0.6	16
COc1ccccc1NC(=O)CSC1=NCCN1	-1	1	0	1	·	-3	1	7	-0.3	1
COc1ccc(S(=O)(=O)Nc2ccc(S(=O)(=O)Nc3ccc(F)cc3)cc2)cc1C	20	4	13	-31	·	2	-2	-2	4.5	5
O=C(Cc1cccs1)Nc1ccc(S(=O)(=O)Nc2ncccn2)cc1	6	2	19	-7	·	-5	-20	-4	1.4	6
CC(NC(=O)CSc1nc2c(c(C(F)(F)F)n1)CCc1ccccc1-2)c1ccccc1 (configuration not stated)	-10	-2	22	-3	-0.4	2	0	-7	·	-2
COc1ccc(/C=C/C(=O)N2c3ccccc3Sc3ccc(C(F)(F)F)cc32)cc1	3	-1	-7	-17	0.4	-1	1	-5	-0.2	-1
COC(=O)c1ccc2nc(C3CCCCC3)c3c(c2c1)CCC3	-5	·	·	-5	0.5	-6	-14	1	i	4
CC(C)(C)C(=O)/C(=C/c1ccncc1)n1cncn1	-3	1	27	5	-1.0	3	-5	34*	-0.5	3
Nc1cccn2c(-c3ccc(Cl)c(Cl)c3)cnc12	11	3	-1	-11	0.9	-7	-12	-6	-0.8	8
O=C(Oc1coc(CSc2nnc(NC(=O)C3CC3)s2)cc1=O)c1c(F)cccc1F	-14	-1	14	2	0.2	12	-3	5	-0.4	1
CCN(CC)c1ncnc2sc3c(c12)CCC3	11	1	11	1	·	12	-17	1	i	8
Cn1nnnc1SCC(=O)NCCCc1ccccc1	8	1	-19	-5	·	8	-5	-1	4.5	6
COc1ccc(NC(=O)CN2C(=O)NC(C)(c3ccccc3)C2=O)cc1Cl (configuration not stated)	-4	-1	2	-1	1.4	-11	-8	-4	-0.3	10
O=C(NC1CCN(C(=S)NCc2ccco2)CC1)c1cccc(F)c1	13	2	30	-7	-0.8	7	-12	2	-0.2	8
C=CCn1c(SC)nnc1C1COc2ccccc2O1 (configuration not stated)	4	-4	5	5	-3.4	-10	1	2	-0.6	-2
COc1ccc(S(=O)(=O)N2CCOCC2)cc1NC(=O)CN1C(=O)NC(C)(C2CC2)C1=O (configuration not stated)	-8	·	·	-4	0.1	2	3	-5	i	2
CC(=O)Nc1ccc(Nc2nc(C)cc(C)n2)cc1	1	-7	11	6	6.8	-4	-9	-4	-0.3	6
O=S1(=O)[C@H]2C[C@@H]3C=C[C@@]2(CN1Cc1cccc(Cl)c1)O3	11	-6	24	1	1.1	-2	-15	2	i	2
N#CC(=C(O)COC(=O)CCCNC(=O)c1ccc(Cl)cc1)c1nc2ccccc2[nH]1	7	·	·	·	0.1	1	7	5	-1.1	-4
COc1ccccc1P(=O)(c1ccccc1)c1ccccc1NC(C)=O (configuration not stated)	-2	6	13	3	1.4	6	0	-3	-0.4	-3
O=C(Oc1cccc([N+](=O)[O-])c1)C1CCN(C(=O)c2ccc(F)cc2)CC1	2	-1	-7	-1	0.0	22	-4	1	0.1	-6
CCC(C)c1ccc(NC(=O)c2cccs2)cc1 (configuration not stated)	1	1	10	-16	·	4	-17	1	-8.7	-3
O=C(c1cc2cc(Br)ccc2o1)N1CCN(c2ccccc2)CC1	-1	2	-3	-1	1.8	7	-15	4	-0.1	-5
O=C(NCc1ccc2c(c1)OCO2)c1cc(-c2ccccc2Cl)on1	7	-2	28	-18	·	-4	-17	1	-6.2	-13
SMILES	CCHF vOTU inh	3CLpro inhibitor	DUSP3 inh	Rv3671c protease	TcdB inh	Yp Topo-I inh	PriA SSB inh	PrPC TRFRET	Vc quorum ag	MazF activator
O=C(COc1ccc(Br)cc1)OCC(=O)N1CCOCC1	-5	·	·	6	2.6	0	-8	-2	i	-26
COc1ccc(C(NCC(=O)Nc2c(C)cccc2C)c2ccccc2)cc1 (configuration not stated)	5	-1	-6	-6	0.9	17	-21	3	-0.5	1
CCOC(=O)C(C(C)=O)C(c1ccc(OCCC(C)C)cc1)C(C(C)=O)C(=O)OCC (configuration not stated)	-13	1	0	4	1.6	19	-2	13	i	-3
NC(=O)CSc1nc2scc(-c3ccco3)c2c(=O)n1-c1ccccc1	4	-1	36	-21	·	2	-2	1	i	1
O=C(Nc1nc(-c2ccccn2)cs1)c1cc(S(=O)(=O)N2CCOCC2)ccc1F	1	·	·	-12	1.5	3	83*	-2	i	-9
NC1=C([N+](=O)[O-])C(c2ccccc2)C2=C(CCCC2=O)O1 (configuration not stated)	11	7	4	6	2.0	-8	-28	-9	-0.3	5
CC1(C)NC(=O)N(CCC(=O)Nc2cc(C(F)(F)F)ccc2Cl)C1=O	-8	·	·	7	0.0	-1	3	-7	i	2
CC(=O)NCc1ccc(-c2csc(N)n2)s1	-4	-2	15	-2	·	-3	1	-19	-0.3	9
CCc1c(C)nc2c(-c3ccccc3OC)c(C)[nH]n2c1=O	0	4	46	-2	1.3	-1	-7	3	-0.2	19
CN(C(=O)CSC1=NCCS1)c1ccccc1	-10	2	52*	-3	·	5	-9	10	0.6	2
CN(Cc1ccccc1)c1ncnc2ccc(Br)cc12	·	2	-2	-2	·	14	-14	·	i	-6
Fc1ccc(Cn2nnc3ccccc32)cc1	·	6	·	9	·	1	-10	·	i	-20
NC(=O)c1sc2nc3c(c(-c4ccco4)c2c1N)CCCC3	21	-2	11	-1	0.6	-9	-6	-3	i	9
COc1ccccc1[C@H]1C(c2cccc(C)c2)=NN(c2ccccc2)[C@@H]1CO	-46	·	·	·	0.6	-5	5	4	i	-3
C=CCn1c(CSc2nc3ccccc3s2)nnc1SCC(=O)NCCN1CCOCC1	-3	-3	16	-3	·	9	-13	-8	-0.6	4
Cc1cccc(C)c1OCc1cc(C(=O)N2CCN(c3ccc(F)cc3)CC2)no1	11	5	6	1	-0.1	28	-7	4	i	-2
Cc1onc(-c2ccccc2)c1C(=O)N1CCCSC1=Nc1ccccc1	4&2	1	9	9	0.0	-10&20	-2&-3	2&5	i	-1&-1
c1csc(Cn2nnnc2CN2CCN(c3nc4ccccc4s3)CC2)c1	4	-1	2	-3	·	2	-14	-6	1.8	6
CN1CCN(S(=O)(=O)c2cccc(C(=O)N3CCN(c4ccccc4F)CC3)c2)CC1	1	·	·	3	1.0	-3	-14	0	i	1
CC(=O)c1cccc(NC(=O)CNC(=O)Cc2cccc3ccccc23)c1	-2	·	·	4	1.2	10	-7	-7	i	3
Cc1cc(NC(=O)CSc2[nH]c(=O)cc(C(F)(F)F)c2C#N)no1	5	·	·	-11	0.0	-3	2	9	i	-3
COCCNC(=O)C(c1ccc(C)o1)N(C(=O)c1snc(C(N)=O)c1N)c1cccc(C)c1 (configuration not stated)	5	2	4	1	·	4	-4	-17	-0.4	5
COc1ccc(-c2c(C)nn(-c3ccccc3)c2N)cc1OC	-7	-4	12	-6	·	8	3	3	-0.8	4
CCCC(=O)Nc1nn(CC(C)C)c2nc3cc(C)ccc3cc12	-14	2	10	0	-0.3	2	-9	-7	0.6	-17
CC(NCc1cccs1)C(=O)Nc1cc(Cl)cc(Cl)c1 (configuration not stated)	12	-2	26	-2	2.1	0	-12	-3	-0.5	-3

An excerpt from above, limited to Yp Topo-I inh.
mol	Yp Topo-I inh
CC(NC(=O)CSc1nc2c(c(C(F)(F)F)n1)CCc1ccccc1-2)c1ccccc1 (configuration not stated)	2
COc1ccc(/C=C/C(=O)N2c3ccccc3Sc3ccc(C(F)(F)F)cc32)cc1	-1
COC(=O)c1ccc2nc(C3CCCCC3)c3c(c2c1)CCC3	-6
CC(C)(C)C(=O)/C(=C/c1ccncc1)n1cncn1	3
Nc1cccn2c(-c3ccc(Cl)c(Cl)c3)cnc12	-7
O=C(Oc1coc(CSc2nnc(NC(=O)C3CC3)s2)cc1=O)c1c(F)cccc1F	12

(next part)
SMILES	CCHF vOTU inh	3CLpro inhibitor	DUSP3 inh	Rv3671c protease	TcdB inh	Yp Topo-I inh	PriA SSB inh	PrPC TRFRET	Vc quorum ag	MazF activator
Cc1ccccc1-n1c(O)c(C=Nc2ccc(N(C)C)cc2)c(=O)[nH]c1=O	11	-2	10	-13	·	-5	6	-8	-0.4	2
CCCN(C(=O)c1cn(CC)c2nc(C)ccc2c1=O)c1c(N)n(Cc2ccccc2)c(=O)[nH]c1=O	5	-2	11	0	-1.8	8	-3	2	0.4	6
CCCCOc1ncnc2c1[nH]c1ccc(C)cc12	-1	0	20	-6	1.0	-5	-11	9	-0.7	0
Cn1cc(C(=O)Nc2ccc(F)c(Cl)c2)cn1	13	-3	-2	-12	·	-5	6	3	-0.2	-1
Nc1nc(Nc2ccc(Cl)cc2Cl)nc(C(F)(F)F)n1	7	0	3	0	·	2	-9	0	-2.6	10
Brc1cc2c(cc1CSc1ncccn1)OCO2	-5	0	1	-2	-0.8	8	-8	-6	-4.5	-28
CN1CCN(C(=O)C2=C[C@H](c3coc4ccccc4c3=O)C[C@H](OCCCCO)O2)CC1	-5	-5	12	-14	0.8&0.4	2	-2	-5	i	6
Cc1cc(N(C)Cc2ccccc2)nc2cc(O)ccc12	-203	-3	-7	0	2.1	-6	16	0	i	11
CC(=O)c1cccc(CN2CCCC(CCC(=O)NCc3ccccc3F)C2)c1 (configuration not stated)	-5	-1	35	0	-0.7	-7	-2	-5	i	1
CCOC(=O)c1sc(=NC(=O)c2c(F)cccc2F)n(C)c1C	20	-8	68	-1	2.1	3	-17	-5	-7.3	8
CS(=O)(=O)c1ccc(C(=O)NNC(=O)c2cc(-c3ccccc3)n[nH]2)cc1	6	·	·	-6	-0.6	0	-5	0	i	0
NS(=O)(=O)c1ccc(CCNc2nc(CN3CCOCC3)nc3sc4c(c23)CCC4)cc1	2	-5	29	-1	·	13	-9	-3	1.4	3
CCCN(C(=O)CSc1nnc(-c2ccoc2C)n1N)C1CCS(=O)(=O)C1 (configuration not stated)	5	-1	-12	2	·	1	9	9	-1.5	2
C[C@@H](NC(=O)[C@@H]1Cc2ccccc2CN1)C(=O)NC1CCCC1	-8	0	-1	-3	0.4	3	-7	-4	i	9
Cc1ccc(C(=O)N/N=C/c2cccc3ccccc23)cn1	2	·	·	1	2.1	11	·	-4	i	4
COc1ccc(Cl)cc1C(=O)NCCN(C)C	4	-2	28	3	·	0	-6	-5	-3.1	-2
CN(C)S(=O)(=O)c1ccc(N2CCCC2)c(C(=O)NNC(=O)c2ccc(Br)cc2)c1	9	·	·	-1	0.1	-10	5	4	-0.1	3
COCCNC(=O)c1cc2c(=O)n(C)c3ccccc3c2n1C	-1	-3	4	-10	0.8	4	4	1	-0.4	-3
COC(=O)CNC(=O)CSc1ccccn1	4	-3	-3	-3	0.5	3	-10	-2	i	3
O=C(CN1C2CCCC1CC(NC(=O)c1ccccc1)C2)NC1CC1 (configuration not stated)	-7	3	-1	5	0.4	2	-18	-6	i	4
CCOc1ccc2c(c1)OC(c1ccc(OC)cc1)(C(F)(F)F)NC2=O (configuration not stated)	-2	3	13	-1	1.7	11	-5	4	-0.5	-3
C[C@H](NC(=O)[C@H](Cc1ccccc1)NC(=O)c1cc2cc(Cl)ccc2n1C)C(=O)O	-5	3	12	-8	1.1	8	1	2	i	-5
Cc1noc(C)c1COc1cccc(C(=O)OCC(=O)N2CC(=O)Nc3ccccc32)c1	2	1	18	-1	·	-3	-4	-5	1.5	3

Compound activity: PubChem BioAssay, several laboratories
